# SIRT5 block: sirtuin-5 (human) deacylase inhibition. Q9NXA8. Purified SirT5, succinyl-peptide AMC, trypsin-coupled fluorescence. inhibition, % at 15 µM. actives 1.1% (n = 330,000). AID 652115; in the data active means inhibition above about 15%; inconclusive means no clear call, values can overlap the other calls
# Target sequence (Q9NXA8 whole entry, looked up): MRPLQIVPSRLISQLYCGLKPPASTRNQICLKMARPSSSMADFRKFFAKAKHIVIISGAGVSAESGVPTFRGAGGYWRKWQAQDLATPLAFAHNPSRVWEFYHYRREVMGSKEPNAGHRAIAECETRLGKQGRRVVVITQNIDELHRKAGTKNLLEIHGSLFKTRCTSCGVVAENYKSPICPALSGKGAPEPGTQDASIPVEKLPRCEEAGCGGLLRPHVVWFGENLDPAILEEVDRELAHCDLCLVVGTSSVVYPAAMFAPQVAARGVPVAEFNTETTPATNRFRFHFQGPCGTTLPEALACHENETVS
# LGR2 antag: blocks bursicon-induced cAMP signaling via Drosophila LGR2 | AID 720647 | HEK293 LGR2, CRE-luciferase, bursicon-stimulated, 4 h | inhibition, % at 9.99 µM | actives 0.35% (n = 380,000);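 active means drop in luminescence signal, shown as inhibition above about 50% in the replicate tests, limit read from the data, passing the limit was not always enough; inconclusive means probably only some replicates passing the limit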;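 further: agonist challenge used bursicon conditioned medium at about half maximal strength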
# S100A4 inh HTS: blocks human S100A4 binding to myosin IIA peptide; P26447; S100A4/TAMRA-MyoIIA peptide fluorescence polarization; inhibition, % at 10.7 µM; actives 0.14% (n = 360,000); AID 652163;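 active means mean inhibition of at least 70% across replicates, with every replicate also reaching that level; inconclusive means mean inhibition reaches 70% but some replicates fall short; inactive means mean inhibition below 70%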
# Target sequence (P26447 whole entry, looked up): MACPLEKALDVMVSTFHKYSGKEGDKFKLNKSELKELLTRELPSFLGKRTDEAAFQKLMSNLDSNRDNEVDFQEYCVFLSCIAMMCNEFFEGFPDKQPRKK
#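 Compound dosing: one dose per compound; test system: human S100A4 monomer with TAMRA-labelled myosin IIA peptide; probe or stimulus: TAMRA-labelled myosin IIA heavy-chain peptide probe, 5 nM; medium: HEPES buffer with Ca2+, pH 7.2; schedule: 5 min incubation before reading; benchmarks: neutral control DMSO, positive control TFP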
# FN deposit inh: fibronectin deposition inhibition. AH1F fibroblasts, Alexa488-fibronectin deposition fluorescence, overnight. inhibition, % at 12.6 µM. actives 0.086% (n = 350,000);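 active means mean inhibition across replicates of 30% or more, regardless of how many single replicates reach that level; inconclusive means mean under 30% yet at least half of replicates reach 30%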;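 further: positive control wells lacked labelled fibronectin entirely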
#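 test system = AH1F fibroblasts assembling fluorescent fibronectin matrix | quantity = 10000 AH1F cells per well | buffer or medium = DMEM plus 2% serum, read in PBS | doses = single dose, pinned | incubation = 1 h cell attachment, overnight exposure to compound and label | detection = fluorescence at 485 nm excitation, 525 nm emission | read-out basis = inhibition from reduced deposited-fibronectin fluorescence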
# Casp6 inh: blocks human caspase-6 cleavage activity; purified caspase-6, Z-VEID-R110 cleavage fluorescence; inhibition, % at 12.5 µM; actives 0.53% (n = 350,000);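 active means mean inhibition across replicates at least about 35%, with every replicate also reaching that limit, limit read from the data; inconclusive means only one of the two criteria met; inactive means neither criterion met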;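 further: 0% = median of neutral control wells and 100% = no fluorescence left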
# Target sequence (P55212 24-179 limits assumed): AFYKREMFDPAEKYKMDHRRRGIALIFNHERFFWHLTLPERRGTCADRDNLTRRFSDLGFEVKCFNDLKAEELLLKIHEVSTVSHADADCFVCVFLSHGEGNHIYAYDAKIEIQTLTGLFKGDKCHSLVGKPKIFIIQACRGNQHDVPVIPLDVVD
# Target sequence (P55212 194-293 limits assumed): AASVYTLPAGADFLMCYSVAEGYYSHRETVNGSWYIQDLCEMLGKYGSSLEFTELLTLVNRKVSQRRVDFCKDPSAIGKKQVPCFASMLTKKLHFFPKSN
# esBAF inh: inhibitors of esBAF chromatin remodeling in mouse ES cells; Bmi1-luciferase knock-in reporter, 24 h; 100% = twice the neutral-well signal; reporter increase, % at 12.5 µM; actives 2% (n = 350,000); in the data active means activation above about 40%; inconclusive means no clear call, values can overlap the other calls;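 further: 0% = median of the plate's neutral control wells and 100% = double that signal; a rise in the Bmi1 reporter signal indicates esBAF inhibition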
# C2C12 statin: suppression of simvastatin myotoxicity; C2C12 myotubes + simvastatin, ATP luminescence, 48 h; scaled: DMSO 0, geranylgeraniol control 100; rescue of ATP level, % at 7.49 µM; actives 0.78% (n = 330,000); AID 602340;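 active means mean ATP rescue above about 67%, or every replicate alone reaching that limit, limit read from the data, passing the limit was not always enough; inconclusive means no clear call, values can overlap the other calls; inactive means mean under the limit and some replicate under it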;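 further: myotubes were challenged with 10 µM simvastatin during compound exposure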
# * = called active by the depositor; ? = inconclusive; . = no result given; & = joins results of further samples. Only part of the results is shown (hit frequency here may not be typical).
SMILES,SIRT5 block,LGR2 antag,S100A4 inh HTS,FN deposit inh,Casp6 inh,esBAF inh,C2C12 statin
CO[C@H](CN(C)C(=O)c1cnccn1)[C@@H](C)CN([C@@H](C)CO)S(=O)(=O)c1ccccc1,-1,-6,-10,5,-1,-2,12
CNc1ccc(C(=O)N2CCN(S(=O)(=O)c3ccc4c(c3)OCCCO4)CC2)cc1[N+](=O)[O-],2,-4,7,1,6,2,-5
COc1ccc(-c2csc(Nc3ccc(O)cc3)n2)cc1,1,-38,-3,-2,4,79*,34
Nc1ncnc2nc(SCCC(=O)O)[nH]c12,4,-21,0,4,-4,1,-3
O=C(Cn1c(C(=O)NCc2ccco2)cc2sccc21)c1ccccc1,-1,0,2,.,-1,0,25
COC(=O)[C@@]1(Cc2ccc(F)cc2)[C@H]2c3cc(C(=O)N4CCCC4)n(CCN4CCNC4=O)c3C[C@H]2CN1C(=O)c1ccccc1,-4,-2,-3,2,3,.,.
COc1ccc(NC(=O)CN(C)C(=O)CCNC(=O)c2ccccc2OC)cc1,0,3,-3,-9,4,-4,-7
O=C1NN(c2cccc(Br)c2)C(=O)/C1=C\c1ccccc1,3,-6,1,0,8,-5,-6
CCOC(=O)C1(C)CCCN1C(=O)c1ccc(C(=O)OC)cc1 (stereo not given),-6,0,21,0,-2,-7,2
O=C(NC(C(=O)O)c1ccccc1)c1ccccc1 (stereo not given),0,0,12,-2,0,2,19
COc1ccc(CSc2ncn[nH]2)cc1[N+](=O)[O-],.,28,.,7,.,6,12
CCCCOc1ccc(-c2cc(C(F)(F)F)c(C#N)c(SCC(=O)O)n2)cc1,0,13,-2,3,3,.,.
O=C(CCn1c(=S)[nH]c2ccccc2c1=O)NCC1CCCO1 (stereo not given),-2,0,-2,.,0,5,-63
COc1ccc2c3c([nH]c2c1)[C@@H](CO)N(Cc1cc(F)ccc1F)CC31CCN(C(=O)C2CCC2)CC1,-1,-2,-6,.,1,.,.
C[C@@H]1CCCCO[C@@H](CN(C)C(=O)NC2CCCCC2)[C@@H](C)CN([C@H](C)CO)C(=O)c2cc(NC(=O)Nc3ccccc3)ccc2O1,1,17,-1,-1,-1,-3,.
COC(=O)[C@]12C[C@H](CC(=O)N3CCOCC3)C(=O)N(CCc3ccc(OC)c(OC)c3)C1=C[C@H](C(C)(C)C)O[C@@H]2C,.,20,3,-2,-1,.,.
COc1ccc(-c2noc(CNS(=O)(=O)c3ccc(NC(C)=O)cc3)n2)cc1,-3,6,4,2,-1,3,-29
COc1ccc2[nH]c3c(c2c1)[C@@H]1CCN2C(=O)CCC[C@H](C3)[C@H]12,-6,.,6,8,8,2,8
CC(C)OP(=O)(OC(C)C)C(Nc1ccccc1)c1cccnc1 (stereo not given),0,5,-6,6,-3,2,4
C[C@H]1CN([C@@H](C)CO)C(=O)Cc2cc(NS(=O)(=O)c3ccc(Cl)cc3)ccc2O[C@H]1CN(C)C(=O)Nc1ccccc1,-4,-1,-47,.,3,5,25
CCc1ccccc1OCC(=O)NNCC(=O)Nc1cccc(C#N)c1,0,-7,26,-4,-1,1,1
CC(C)CNC(=O)CSc1ccc(S(=O)(=O)N2CCN(C)CC2)cn1,-1,12,-2,-1,-1,-7,18
Cc1nc(-c2ccc(Cl)cc2)sc1C1(C)CC(c2c(Cl)cccc2Cl)=NO1 (stereo not given),-2,-6,2,-5,1,9,-3
CC(C)OC(=O)C[N+](C)(C)CCN1C(=O)C2C(c3ccccc3)C=CC(c3ccccc3)C2C1=O (stereo not given),26*,6,-3,0,-5,.,.
CC(C)CCN1C(=O)c2ccc(C(=O)Nc3cc(C(=O)O)cc(C(=O)O)c3)cc2C1=O,1,7,-8,-6,2,-5,-2
N/C(COc1ccccc1)=N\NC(=O)c1cccnc1Oc1ccccc1,.,.,.,4,.,2,5
C[C@H]1CN([C@@H](C)CO)S(=O)(=O)c2ccc(C#Cc3ccccn3)cc2O[C@H]1CN(C)C(=O)C1CC1,5,-17,9,-3,3,4,5
COc1ccc(S(=O)(=O)N(C)C[C@@H]2Oc3c(NC(=O)NC4CCCCC4)cccc3C(=O)N([C@@H](C)CO)C[C@@H]2C)cc1,1,4,-2,5,0,2,-24
COc1ccc(OC)c2sc(N(CCN(C)C)C(=O)c3ccc4ccccc4c3)nc12,-4,-11,3,3,-20,-3,6
O=C(c1cccc(F)c1)N1CC2(C1)[C@H](c1ccccc1)[C@@H](CO)N2Cc1ccccn1,-5,-9,.,-11,.,.,.

# Taken from the listing, 16 compounds:
SMILES,SIRT5 block,LGR2 antag,S100A4 inh HTS,FN deposit inh,Casp6 inh,esBAF inh,C2C12 statin
CCOC(=O)C1(C)CCCN1C(=O)c1ccc(C(=O)OC)cc1 (stereo not given),-6,0,21,0,-2,-7,2
O=C(NC(C(=O)O)c1ccccc1)c1ccccc1 (stereo not given),0,0,12,-2,0,2,19
COc1ccc(CSc2ncn[nH]2)cc1[N+](=O)[O-],.,28,.,7,.,6,12
CCCCOc1ccc(-c2cc(C(F)(F)F)c(C#N)c(SCC(=O)O)n2)cc1,0,13,-2,3,3,.,.
O=C(CCn1c(=S)[nH]c2ccccc2c1=O)NCC1CCCO1 (stereo not given),-2,0,-2,.,0,5,-63
COc1ccc2c3c([nH]c2c1)[C@@H](CO)N(Cc1cc(F)ccc1F)CC31CCN(C(=O)C2CCC2)CC1,-1,-2,-6,.,1,.,.
C[C@@H]1CCCCO[C@@H](CN(C)C(=O)NC2CCCCC2)[C@@H](C)CN([C@H](C)CO)C(=O)c2cc(NC(=O)Nc3ccccc3)ccc2O1,1,17,-1,-1,-1,-3,.
COC(=O)[C@]12C[C@H](CC(=O)N3CCOCC3)C(=O)N(CCc3ccc(OC)c(OC)c3)C1=C[C@H](C(C)(C)C)O[C@@H]2C,.,20,3,-2,-1,.,.
COc1ccc(-c2noc(CNS(=O)(=O)c3ccc(NC(C)=O)cc3)n2)cc1,-3,6,4,2,-1,3,-29
COc1ccc2[nH]c3c(c2c1)[C@@H]1CCN2C(=O)CCC[C@H](C3)[C@H]12,-6,.,6,8,8,2,8
CC(C)OP(=O)(OC(C)C)C(Nc1ccccc1)c1cccnc1 (stereo not given),0,5,-6,6,-3,2,4
C[C@H]1CN([C@@H](C)CO)C(=O)Cc2cc(NS(=O)(=O)c3ccc(Cl)cc3)ccc2O[C@H]1CN(C)C(=O)Nc1ccccc1,-4,-1,-47,.,3,5,25
CCc1ccccc1OCC(=O)NNCC(=O)Nc1cccc(C#N)c1,0,-7,26,-4,-1,1,1
CC(C)CNC(=O)CSc1ccc(S(=O)(=O)N2CCN(C)CC2)cn1,-1,12,-2,-1,-1,-7,18
Cc1nc(-c2ccc(Cl)cc2)sc1C1(C)CC(c2c(Cl)cccc2Cl)=NO1 (stereo not given),-2,-6,2,-5,1,9,-3
CC(C)OC(=O)C[N+](C)(C)CCN1C(=O)C2C(c3ccccc3)C=CC(c3ccccc3)C2C1=O (stereo not given),26*,6,-3,0,-5,.,.

# Other compounds:
SMILES,SIRT5 block,LGR2 antag,S100A4 inh HTS,FN deposit inh,Casp6 inh,esBAF inh,C2C12 statin
CCOCCc1nn2c(=O)cc(CSCC(=O)Nc3ccccc3)nc2s1,-1,0,-3,2,.,3,-3
Cc1cccc(C)c1NC(=O)C1(C)CSCC(=O)N1CCCn1ccnc1 (stereo not given),-1,-4,1,-10,-3,.,.
COc1cc(C(=O)Oc2cc(N)n(S(=O)(=O)c3ccccc3)n2)cc(OC)c1OC,-4,-6,1,3,-1,-2,-2
COc1ccc(C#Cc2cnc3c(c2)C(=O)N([C@@H](C)CO)C[C@H](C)[C@@H](CN(C)C(=O)Nc2cccc(OC)c2)O3)cc1,.,9,.,4,.,-2,?
CN(Cc1ccccc1)S(=O)(=O)c1ccc(Cl)c(C(=O)NCc2ccncc2)c1,2,-1,-2,19,3,-4,-2
Nc1ncnc2c1ncn2[C@@H]1O[C@H](C(=O)N2CCC(F)(F)CC2)[C@@H](O)[C@H]1O,2,1,-5,-9,1,1,-4
COc1cccc(NC(=S)NN2C(C)CCCC2C)c1 (stereo not given),1,5,1,8,-4,.,.
O=C(CSc1nnc(Cc2cc(=O)[nH]c(=O)[nH]2)n1-c1ccccc1)NCC1CCCO1 (stereo not given),.,.,.,0,.,-1,7
CCCc1cc(CNC(=O)C2CCC(=O)N(Cc3ccccc3OC)C2)on1 (stereo not given),-2,-6,-2,4,2,-7,-1
COc1ccccc1C(c1nnnn1C(C)C)N1CCN(C(=O)c2ccco2)CC1 (stereo not given),0,18,-18,-1,-1,-5,11
CN1C(=O)N(CC(=O)Nc2cccc(S(=O)(=O)N(C)c3ccccc3)c2)C(=O)C12CCCCC2,0,7,-1,1,0,.,1
CN(C)CCCNC(=O)C[C@H]1C[C@H](C(=O)N2CCCCC2)[C@@]2(CCc3ccccc3)c3[nH]c4ccc(Cl)cc4c3CCN2C1=O,-5,.,-3,-2,-44,-5,-51
COc1ccc(-n2nc(C(=O)NCC(=O)N3CCN(c4ccccc4OC)CC3)c3ccccc3c2=O)c(OC)c1,-6,-5,-5,3,1,30,-2
Nc1cccc(-c2cn3cccnc3n2)c1,0,17,-1,-14,1,.,.
C[C@H]1CN([C@@H](C)CO)C(=O)CCCn2cc(nn2)CO[C@H]1CN(C)C(=O)OCc1ccccc1,2,26,2,-5,-1,-2,-11
NC(=O)C(=O)N/N=C/c1c(F)c(F)c(F)c(F)c1F,-1,15,-2,6,3,.,.
Cc1ccc(-c2c(C#N)c(N)nc3c2CCCC3)o1,2,-11,-1,-4,-3,.,.
Cc1ccc(C(=O)NNC(=O)c2cc(C)nc3ccccc23)cc1,1,-32,2,-16,7,12,3
O=C1CN(S(=O)(=O)Cc2ccccc2)C[C@@H]2[C@@H](c3ccc(C#Cc4cccc(F)c4)cc3)[C@@H](CO)N12,-3,1,10,.,1,.,.
CCOC(=O)c1c(C)[nH]c(C(=O)COC(=O)C2CC(=O)N(Cc3ccccc3)C2)c1C (stereo not given),.,.,.,-1,.,4,92*
CCO[C@H]1OC(C(=O)Nc2ccccc2)=C[C@@H](c2ccc(Br)cc2)[C@@H]1CCCO,0&-2,8,-26&20,10,-2&0,4,-6
CCN1CCN(S(=O)(=O)c2ccc(OC)cc2)CC1,-2,-1,3,2,0,-6,-5
COc1cccc(/C=C/C(=C2/C(=O)N(c3ccccc3)N=C2C)c2ccc(C)cc2)c1OC,-2,8,-3,4,-1,.,.
N#C[C@@H]1[C@@H](c2ccc(-c3cccnc3)cc2)[C@H](CO)N1C(=O)C1CCC1,2,-6,3,4,3,-9,0
Cc1cccc(C)c1NC(=O)C1(NC(=O)Cn2cccc([N+](=O)[O-])c2=O)CCCCC1,-3,3,-1,-4,-1,.,.
CC(Cc1ccccc1)NC(=O)CN1C(=O)c2ccccc2S1(=O)=O (stereo not given),-1,-48,1,3,5,.,.
